NADH enzymes – inhibitors of enzymes used to reach an NAD/NADH endpoint | actives 0.02% (n = 65,000) | coupled PK/LDH NADH assays, four targets | IC50, µM (highest dose often 10 µM), without a hit: at the top dose inhibition;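 active = single-dose screening hits from any of four coupled enzyme assays that gave an IC50 when retested across doses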;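 also: the DPM-DC format reads NADH fluorescence rather than 340 nm absorbance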
RORa activator – RORA (human) activation | P35398 | CHO-K1 Gal4-RORA LBD luciferase reporter, luminescence; percent increase over mock-subtracted basal signal | activation, % at 10 µM | actives 1.5% (n = 65,000) | AID 560;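 active = activation above the mean of all tested compounds plus 3 SD, cut at about 49% in these data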;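 also: 0% = DMSO-treated RORA cells and 100% = added signal equal to DMSO minus mock-transfected cells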
Target sequence (P35398 whole entry, looked up, the tested form may be a part): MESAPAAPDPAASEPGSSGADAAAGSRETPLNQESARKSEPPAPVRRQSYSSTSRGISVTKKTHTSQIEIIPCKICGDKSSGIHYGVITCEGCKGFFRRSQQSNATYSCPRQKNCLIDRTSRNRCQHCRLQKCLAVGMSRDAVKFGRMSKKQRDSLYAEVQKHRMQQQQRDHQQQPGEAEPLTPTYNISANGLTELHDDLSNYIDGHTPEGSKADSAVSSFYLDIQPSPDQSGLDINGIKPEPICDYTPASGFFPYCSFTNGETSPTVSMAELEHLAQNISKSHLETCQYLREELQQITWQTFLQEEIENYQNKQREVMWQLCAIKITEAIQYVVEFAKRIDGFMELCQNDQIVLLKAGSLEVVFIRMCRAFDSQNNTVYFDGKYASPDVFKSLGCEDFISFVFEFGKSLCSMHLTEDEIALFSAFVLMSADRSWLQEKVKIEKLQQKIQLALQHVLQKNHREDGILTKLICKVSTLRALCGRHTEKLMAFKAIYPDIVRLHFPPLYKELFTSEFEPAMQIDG
M1 agonist – M1 muscarinic receptor agonism; CHO-M1 cells, Fluo-4 calcium fluorescence, agonist mode; active compounds read high; B-score at 10 µM; actives 3% (n = 64,000); AID 626;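 active = fluorescence rise, raw or as B-score row- and column-corrected plate score, outside the 99.7% band of its plate's samples, either direction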
Ecoli tolC – E. coli tolC mutant growth inhibition; E. coli BW25113 tolC mutant growth, OD615; actives 2.2% (n = 65,000); growth inhibition, % at 10 µM (by protocol); AID 573;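 active = growth inhibition at or above a cutoff equal to the mean over every tested compound plus 3 SD, cut at about 60% in these data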;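 also: growth measured after 20 h incubation at 37 °C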
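signal = optical density read at 615 nm | test system = E. coli ΔtolC::kan strain BW25113 | timing = 20 h compound exposure of bacteria at 37 °C | buffer or medium = LB medium plus 50 µg/mL kanamycin | compound dosing = 10 µM final, single dose | evaluation = % inhibition of E. coli growth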
E coli RNAP – inhibitors of Escherichia coli RNA polymerase; P0A8V2; E. coli RNA polymerase, fluorescence transcription assay; actives 0.2% (n = 62,000); AID 559; inhibition, %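 (tested at 10 µM)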; in the data active = inhibition above about 20%;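 also: 0% = enzyme without compound and 100% = no enzyme blank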
Autofluor 339 – intrinsic fluorescence of library compounds, ex339/em460 – biochemical, MLSMR library, data from DPM-DC assay, artefact control, profiling panel; compound autofluorescence, ex339/em460 nm, NADH buffer; active compounds read high; 1 = no-compound wells, NADH background; fluorescence fold increase at 10 µM; actives 5.5% (n = 65,000); AID 709;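 active = at 10 µM, mean starting fluorescence two-fold or more over control wells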;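 also: signal is the first read of a kinetic run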
TNAP act mid DEA – human TNAP activation, intermediate phosphate acceptor | activation factor at 20 µM | 64,000 tested, under 10 active | purified TNAP, CDP-star luminescence, 100 mM DEA, 30 min; active compounds read high; scale: 0 levamisole-inhibited, 1 vehicle-only enzyme | P05186;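 active = activation factor of at least 2 at 20 µM, relative to controls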
SF1 activator – activates the human nuclear receptor SF-1; Q13285; CHO-K1 Gal4-SF-1 LBD luciferase reporter; % increase over DMSO SF-1-specific signal; activation, % at 10 µM; actives 1.9% (n = 65,000);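 active = activation above the mean activation of all tested compounds plus 3 SD, cut at about 50% in these data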
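Test system: transient Gal4-SF-1 LBD reporter, CHO-K1; Amount: 4,000 CHO-K1 cells per well; Doses: 10 µM only; Timing: compound exposure 20 h at 37 °C; Signal: luciferase light emission; Read-out basis: percent activation relative to DMSO median and mock-transfected background; Control set: DMSO negative control and −SF1 background wells; Replicates: one test per compound.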
M1 antag – antagonists of rat M1 muscarinic receptor | B-score at 10 µM | actives 3.4% (n = 64,000) | CHO-M1 cells, Fluo-4 calcium, ACh EC80 antagonist mode; active compounds read low;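 active = calcium fluorescence response, raw or row-and-column corrected B-score, differing from the plate sample mean either way at a set confidence level, mostly lower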
Target sequence (P08482 whole entry, looked up): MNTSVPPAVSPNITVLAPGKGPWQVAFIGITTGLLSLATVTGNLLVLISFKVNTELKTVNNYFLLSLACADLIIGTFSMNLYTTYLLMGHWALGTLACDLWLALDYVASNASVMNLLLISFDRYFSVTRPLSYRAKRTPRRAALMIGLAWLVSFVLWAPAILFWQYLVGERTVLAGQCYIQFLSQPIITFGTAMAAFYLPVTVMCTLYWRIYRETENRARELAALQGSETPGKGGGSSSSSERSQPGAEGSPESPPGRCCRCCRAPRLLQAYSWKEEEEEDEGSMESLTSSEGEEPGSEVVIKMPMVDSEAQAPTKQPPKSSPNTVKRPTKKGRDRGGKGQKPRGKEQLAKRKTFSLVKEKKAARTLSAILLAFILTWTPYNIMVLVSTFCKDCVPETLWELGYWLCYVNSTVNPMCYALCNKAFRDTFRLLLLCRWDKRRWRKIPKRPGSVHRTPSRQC
An asterisk follows results filed as active; nt = no result given; [ ] = another dose, or the depositor's remark.

SMILES	NADH enzymes	RORa activator	M1 agonist	Ecoli tolC	E coli RNAP	Autofluor 339	TNAP act mid DEA	SF1 activator	M1 antag
O=C(c1cc2ccccc2o1)c1nc2c(n1O)CCCCC2	5%	56*	-0.25	42	-1	1.1	0.9	44	0.43
O=C(NCc1cccnc1)c1ccc(=O)oc1	13%	1	0.055	5	8	0.94	0.8	-4	-0.041
O=C(OCc1nnc(-c2ccccc2)o1)c1ccc2c(c1)C(=O)N(CCc1ccccc1)C2=O	5%	0	0.82	-11	4	1.1	1	7	-0.075
CCOC(=O)CNC(=O)CN1CCCN(S(=O)(=O)c2ccc(Br)s2)CC1	0%	-1	-1	-10	-2	1.3	0.9	-4	0.14
COc1ccc(N(CC(=O)Nc2cccc(C)c2C)S(=O)(=O)c2c(C)n[nH]c2C)cc1	4%	-2	1.6	14	7	1.1	1.1	18	-0.83
O=C(O)Cn1nc(-c2ccc(F)cc2)oc1=O	7%	-4	-0.3	-10	7	1	0.9	0	-0.25
CCN1CCCC1Cn1cnc2c([nH]c3ccc(C)cc32)c1=O (stereo not drawn)	6%[fluoresces]	0	0.3	3	5	2.3*	0.9	16	-0.075
CCOc1cccc(C=Nc2cc(C)cc(C)c2O)c1O	1%	-3	-0.05	8	14	1	0.8	-12	0.46
CCn1c(=O)c(C(=O)NCc2ccc(OC)cc2)c(O)c2ccccc21	2%	16	0.11	20	8	1	0.8	-15	-0.22
CC(C)C1Nc2ccc(S(N)(=O)=O)cc2C2C=CCC21 (stereo not drawn)	5%	-2	2.1*	20	8	1.1	1	1	-0.039
COc1ccccc1-n1nc(C(=O)Nc2ccc3c(c2)OCO3)c2ccccc2c1=O	4%	-14	-0.62	-1	-3	1.1	1	5	-0.012
O=C(COC(=O)C1=COCCO1)Nc1ccccc1Oc1ccccc1	2%	-7	-0.16	11	7	1	0.9	5	-2

Reformatted bar-delimited: entries from further up
canonical_smiles | NADH enzymes | RORa activator | M1 agonist | Ecoli tolC | E coli RNAP | Autofluor 339 | TNAP act mid DEA | SF1 activator | M1 antag
CCOC(=O)CNC(=O)CN1CCCN(S(=O)(=O)c2ccc(Br)s2)CC1 | 0% | -1 | -1 | -10 | -2 | 1.3 | 0.9 | -4 | 0.14
COc1ccc(N(CC(=O)Nc2cccc(C)c2C)S(=O)(=O)c2c(C)n[nH]c2C)cc1 | 4% | -2 | 1.6 | 14 | 7 | 1.1 | 1.1 | 18 | -0.83
O=C(NCc1cccnc1)c1ccc(=O)oc1 | 13% | 1 | 0.055 | 5 | 8 | 0.94 | 0.8 | -4 | -0.041

(listing goes on)
SMILES	NADH enzymes	RORa activator	M1 agonist	Ecoli tolC	E coli RNAP	Autofluor 339	TNAP act mid DEA	SF1 activator	M1 antag
CCC(Sc1nc2n[nH]c(C)c2c(=N)n1-c1cccc(Cl)c1C)C(=O)N(CC)CC (stereo not drawn)	8%	8	-0.22	8	9	1.1	1	-21	0.08
O=C(CC(CC(=O)c1ccccc1)C(=O)O)c1ccccc1	4%	nt	0.021	-12	5	1	1	nt	0.83
Cc1cc(N2CCN(C(c3ccccc3)c3ccc(Cl)cc3)CC2)n2ncnc2n1 (stereo not drawn)	3%	-10	0.15	30	2	1.1	1	22	-0.49
CN(C)CCNc1oc(COc2ccc(Cl)cc2)nc1C#N	2%	20	-0.53	-9	3	1	1	11	0.19
COC(=O)c1cc2c(s1)CS(=O)C2 (stereo not drawn)	3%	-4	1	-1	1	1.1	0.9	6	-0.47
CCOC(=O)N1CCN(C(=O)CN(C2CCCCC2)S(C)(=O)=O)CC1	3%	-16	0.89	-12	5	1.1	1	-1	-0.37
CC(C)(C)C(=O)NC1CCN(C(=O)N2CCCC2)CC1	2%	-9	0.0095	-9	5	1.1	0.9	3	-1.8
CSc1ccccc1NC(=O)c1cnc2scc(C)n2c1=O	8%	42	0.41	16	11	1.1	0.9	43	-0.15
CCOC(=O)N1CCC(NC(=O)CN2C(=O)CCSc3ccccc32)CC1	2%	-12	-0.11	-21	6	1	0.9	0	0.63
Cc1onc(-c2ccccc2Cl)c1C(=O)N1CCc2ccccc21	2%	-22	0.63	13	8	1	0.9	-16	-0.024
O=C(COc1ccc(S(=O)(=O)N2CCOCC2)cc1)Nc1ccc2c(c1)OCCO2	1%	-2	-0.084	9	8	1.1	1.1	2	-0.27
CCOc1cc(C)c(Cl)cc1S(=O)(=O)N1CCCC1	2%	-11	0.55	12	10	1.1	0.9	17	-0.4
COc1cc2c(cc1OC)CN(c1ccc(-c3ccccc3OC)nn1)CC2	2%	-23	1.3	39	10	1.1	0.9	2	-0.81
CC(=O)c1cccc(NC(=O)NC2CCCCC2)c1	2%	33	-0.068	-9	6	1.2	0.9	-4	-0.06
CCC(C)NC(=O)c1c(N)n(/N=C/c2ccccn2)c2nc3ccccc3nc12 (stereo not drawn)	8%	1	0.0033	21	7	1.9	0.9	-11	0.7
C=CCc1ccccc1OCC(O)CN1CCN(C(=O)OCC)CC1 (stereo not drawn)	8%	-15	28*	-4	4	1.1	1	11	-1.3
Cc1ccc2cc3cc(C(=O)N4CCCCC4C)oc3nc2c1 (stereo not drawn)	8%	27	4.5	11	3	1.4	0.9	65*	-1.4
COC(=O)c1[nH]c2c(c1C)C(=O)CCC2	4%	-32	-0.49	-8	5	1.1	1.1	1	0.77
CCC(=O)Nc1cc2c(cc1C(=O)CC)OCCO2	3%	-7	0.38	-12	4	1.4	0.9	12	-2
CCOC(=O)C1=C(C)NC(C)=C(C(=O)OCC)C1C(=O)OCC(=O)N1CCc2ccccc21	8%	-26	0.89	8	-3	1.7	0.9	-8	-0.17
Cc1ccc(C(=O)NCCn2cc(SCC(=O)Nc3nnc(C)s3)c3ccccc32)cc1	1%	-13	2.9*	13	8	1.1	0.9	-16	-0.094
Cc1ccc(N2C(=O)C3ON(c4ccccc4)C(c4ccncc4)C3C2=O)cc1 (stereo not drawn)	0%	4	0.75	16	nt	1.1	0.9	-10	0.066
CCCCNC(=O)Nc1cnn(CC)c1C(N)=O	3%	-24	0.59	-27	-7	1.1	0.9	-12	0.44
N#CC(C(=O)NC1CC1)c1nc2ccccc2nc1N1CCCC1 (stereo not drawn)	9%	-25	-0.11	6	0	1.8	0.9	9	1.3
O=C(Nc1nsc(-c2ccccc2)n1)c1ccncc1	4%	-5	-0.31	-15	4	1.2	1	28	0.26
O=C(CSc1nnc2sc3ccccc3n12)c1ccco1	3%	18	-0.037	-1	4	0.97	0.9	14	1
Cc1nc2c(F)c(F)c(C(F)(F)F)c(F)c2[nH]1	6%	-21	-1.5	42	9	1.1	1	-7	0.52
CCOC(=O)Cn1c(=O)sc2ccccc21	6%	-2	-0.0015	-9	-2	1.1	0.8	4	0.022
Cn1c(CN2CCOCC2)nc2cc(NC(=O)c3ccccc3Cl)ccc21	2%	-23	0.29	-20	5	1	0.9	2	-1.4
FC(F)C(F)(F)C1=CC(c2ccccc2)=NCCN1	8%	-9	-0.53	4	9	0.99	0.9	-21	-0.62
c1csc(-c2cn3c(n2)SCC3)c1	0%	36	-0.086	1	-2	1.2	0.9	18	0.27
CCCN1Cc2cccc(C(=O)NCCCOC(C)C)c2C1=O	8%	-10	-0.3	-3	5	1.1	1	-5	0.29
Cc1c(C(=O)NC(C)c2ccncc2)oc2ccccc12 (stereo not drawn)	3%	-5	-0.066	11	8	1.1	0.9	-2	-0.34
CC1(C)C(=O)Nc2ccccc2N1C(=O)CN1C(=O)c2ccccc2C1=O	5%	-20	-0.23	-4	-2	1.1	0.9	-6	0.032
Cc1ccc(C(=O)O)c(C(=O)Nc2nc(C)cs2)c1	6%	-26	-0.7	-24	13	1	0.9	5	-0.59
Cc1nnc(NC(=O)c2cccc(F)c2)s1	3%	32	-0.37	-21	10	1.1	0.9	19	0.3
CCn1c(=S)sc2nc(C)sc21	3%	-8	0.05	-1	-7	0.98	0.9	4	0.19
CC(C)(C)/C(O)=C(/C#N)c1nc2ccccc2[nH]1	7%	-6	0.51	4	5	1.1	0.9	2	-0.1
CCOC(=O)C1/C(=N\O)CC(C)(O)C(C(=O)OCC)C1c1ccc(OC)c(OC)c1 (stereo not drawn)	8%	-5	0.41	1	7	1.1	0.9	-1	-0.33
O=C(CSc1nnc(NC(=O)C2CCC2)s1)Nc1ccc(N2CCOCC2)cc1	2%	4	-0.014	-13	nt	1.1	0.8	19	0.036
Cc1nn(-c2nnc(C)c(=O)[nH]2)c(C)c1SCC(=O)Nc1ccc(F)cc1	1%	1	nt	-9	10	1.1	0.9	-4	nt
Cc1cc(=O)oc2ccc(OCC(=O)N(Cc3ccc(F)cc3)Cc3ccco3)cc12	4%	14	6.4*	42	3	1.5	0.9	4	-2.4*
COc1cccc(C(O)CC(N)=O)c1 (stereo not drawn)	12%	6	-0.074	-20	10	1.1	0.9	-1	-0.075
O=C(NCc1ccccc1)NC(=O)c1ccccc1	10%	3	-0.59	-4	10	1	0.9	23	-0.17
COC(=O)C1(C#N)C(c2ccccc2)C1(C(=O)OC)C(=O)OC (stereo not drawn)	4%	nt	0.026	9	7	1	1	nt	-0.067
CCOC(=O)N1CCN(c2ncnc3nc[nH]c23)CC1	2%	11	1.1	-6	10	1.1	1	8	1.2
COc1cccc(C(=O)N(Cc2nc(-c3cccc(C)c3)no2)C(C)C)c1OC	4%	-11	1	19	nt	1.1	0.9	6	0.34
CC(=O)N1c2ccccc2C(C)CC12CCCCC2 (stereo not drawn)	0%	23	0.46	20	3	1.1	0.9	-10	-0.37
Cc1ccccc1Nc1nc(N)nc(CSCc2c(C)noc2C)n1	1%	-28	-0.58	8	-3	1.1	0.9	-4	0.09
CCCn1c(C)nc2c(c1=O)c1nc3ccccc3nc1n2-c1ccc2c(c1)OCCO2	31%	-12	-0.035	4	-2	2.6*	0.9	1	-0.088
COc1ccc(C2C3=C(CC(C)(C)CC3=O)Oc3ncn(CCO)c(=N)c32)cc1OC (stereo not drawn)	2%	4	0.48	-25	2	1.1	1	-11	0.75
C=CCNC(=O)C1CCN(S(=O)(=O)CC)CC1	7%	9	0.043	-37	6	1.1	1	-5	0.34
CSc1nsc(SC)c1NC(=O)OC1CCCCC1	2%	-10	1.7	24	3	1.1	0.9	-1	0.011
Cc1ccc(S(=O)(=O)N2CCC(C(=O)Nc3nnc(-c4ccco4)s3)CC2)cc1	6%	-4	0.59	12	1	1.2	1.1	-2	0.11
Cn1c(=O)oc2cc(S(=O)(=O)N3CCC4(CC3)OCCO4)ccc21	4%	0	-0.66	-19	4	1.2	1	6	0.061
Cc1n[nH]c(=O)nc1NCCN(C)C	12%	-6	0.24	-14	13	1.4	0.9	0	1.4
Cc1nnc(SCCCN2C(=O)c3ccccc3C2=O)o1	5%	-10	0.22	-16	4	1.1	0.9	-2	0.66
Cc1ccc(NC(=O)c2cccc(OCc3c(C)noc3C)c2)c(C)c1	3%	5	-0.012	9	5	1.1	1	15	-0.43
O=C(c1cccs1)N1CCC(c2ccccc2)C1 (stereo not drawn)	6%	49*	-0.52	1	14	1.1	0.9	30	0.29

Source: PubChem BioAssay (several laboratories)
